# Source: PubChem
# KCNH2 WT inh: blocks the wildtype human KCNH2 potassium channel; activity change, % at 1.84 µM; Q12809; U2OS, BacMam KCNH2, thallium flux FluxOr; hits give low values; 340,000 tested, 0.37% active;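 active = maximum activity change below -70%; inconclusive = maximum activity change between -70% and -50%; inactive = maximum activity change above -50%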; note: % is set by controls: 0 for no effect and ±100 for the full control effect
#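 U2OS cells transduced with wild-type KCNH2 virus are loaded with FluxOr dye for 45 min, and thallium flux is measured in kinetic reads before and after stimulation buffer. Rate constants are normalized to DMSO controls.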
# Tb PFK block: T. brucei PFK enzyme inhibition; 330,000 tested, 0.17% active; T. brucei PFK, ADP-Glo luminescence; Potency, µM (highest dose often 57.5 µM), for inactives: at the top dose activity, negative = inhibition, usual class: inhibitors; O15648;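 note: potency is the fitted concentration of half-maximal effect; 0% = uninhibited 1x PFK enzyme wells and -100% = no-enzyme wells; nearly all actives have a fitted effect of over 60% in size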
# Target sequence (O15648 whole entry, looked up): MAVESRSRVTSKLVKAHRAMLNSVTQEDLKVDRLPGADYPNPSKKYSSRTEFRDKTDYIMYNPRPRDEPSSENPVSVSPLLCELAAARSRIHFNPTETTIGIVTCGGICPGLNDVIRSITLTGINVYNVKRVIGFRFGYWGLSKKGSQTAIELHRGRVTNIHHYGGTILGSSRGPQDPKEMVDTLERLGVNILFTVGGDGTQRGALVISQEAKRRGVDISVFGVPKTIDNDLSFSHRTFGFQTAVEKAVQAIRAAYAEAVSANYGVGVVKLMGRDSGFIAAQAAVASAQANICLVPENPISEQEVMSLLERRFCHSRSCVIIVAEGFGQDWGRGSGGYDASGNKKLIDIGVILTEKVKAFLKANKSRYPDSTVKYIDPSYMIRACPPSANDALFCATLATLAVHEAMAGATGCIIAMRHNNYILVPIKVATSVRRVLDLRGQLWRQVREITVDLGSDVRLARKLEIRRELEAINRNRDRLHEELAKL
#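 Activity is normalized to no-enzyme wells (full inhibition) and 1.25 nM enzyme wells (no inhibition). Reaction: 0.5 mM F6P, 0.1 mM ATP, 45 min RT, ADP-Glo luminescence; concentration-response curves fitted and classed by quality.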
# MLL CXXC-DNA inh: MLL CXXC-DNA interaction inhibition. Q03164. MLL-CXXC / FITC-HOXA9 DNA fluorescence polarization. Potency, µM (top dose mostly 115 µM), for the others: at the top dose activity change, negative = inhibition, actives largely listed as inhibitors. 290,000 tested, 0.037% active. AID 2662; active = well fitted inhibition curve with a large enough effect in the polarisation, with a control signal flat, not every such curve was filed as active; inconclusive = small, poorly fitted or top-dose-only effect, or effect the other way, or a change in a side signal; inactive = no such curve, though single readings can be large or run the other way; the % refers to the polarisation; note: potency is the fitted concentration of half-maximal effect
#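 Steps: dispense CXXC domain solution (7 uM) → pin compounds or unlabeled HOX-A9 DNA control → 5 min ambient → add FLSN-HOX-A9 solution (50 nM) → spin → 30 min ambient → fluorescence polarization. Tris pH 7.5/NaCl/DTT/BSA buffer.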
# GALK inh: inhibitors of human galactokinase; Potency, µM (series often up to 57.5 µM), without a hit: at the top dose activity change, negative = inhibition, hits mostly inhibitors; 270,000 tested, 0.007% active; AID 1868; Purified GALK, Kinase-Glo residual ATP luminescence; P51570; note: potency is the fitted concentration of half-maximal effect; % is set by controls: 0 for no effect and ±100 for the full control effect
# Target sequence (P51570 whole entry, looked up): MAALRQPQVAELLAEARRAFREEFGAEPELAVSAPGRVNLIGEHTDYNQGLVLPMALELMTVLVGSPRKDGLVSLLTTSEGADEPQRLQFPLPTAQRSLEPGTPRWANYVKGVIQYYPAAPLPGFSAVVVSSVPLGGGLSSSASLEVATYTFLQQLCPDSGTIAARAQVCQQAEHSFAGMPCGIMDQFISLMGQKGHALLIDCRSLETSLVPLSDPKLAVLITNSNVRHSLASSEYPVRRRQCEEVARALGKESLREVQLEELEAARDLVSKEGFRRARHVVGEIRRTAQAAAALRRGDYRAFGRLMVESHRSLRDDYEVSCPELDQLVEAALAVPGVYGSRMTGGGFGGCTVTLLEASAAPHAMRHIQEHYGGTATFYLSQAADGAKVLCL
#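 5 nM enzyme, 35 uM ATP, 100 uM galactose, 20 mM HEPES pH8.0, 5 mM MgCl2; 1 h RT; residual ATP by Kinase-Glo Plus luminescence, qHTS format.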
# A-T KAP1 phos: candidate therapy for ataxia-telangiectasia; […] A-T fibroblasts, KAP-1 phosphorylation AlphaLISA; neocarzinostatin DNA damage 30 min before lysis; Potency, µM (doses to about 57.5 µM), inactives show at the highest dose activation, usual class: activators; 320,000 tested, 0.19% active; AID 485349; note: potency is the fitted concentration of half-maximal effect; % of control where 0% means no effect; nearly all actives have a fitted effect of over 45% in size
#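 hTERT-immortalized A-T patient fibroblasts ([…]), 500 cells/well in OPTI-MEM, 1% FBS, got compounds for 60 min, then NCS for 30 min at 37C. Lysates were then assayed for phospho-KAP-1 by AlphaLISA (anti-pKAP1 donor, anti-KAP1 acceptor beads), 6 hr at 25C.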
# Chronic BCR inh: blocks chronic active B-cell receptor signaling; ABC-DLBCL IkBa-CBG/CBR reporter, luminescence ratio, 4 h; Potency, µM (highest dose often 46.1 µM), for inactives: at the top dose ratio change, negative = lower green/red ratio, hits mostly inhibitors; 340,000 tested, 0.05% active; AID 493014; active = well fitted inhibition curve with a large enough effect in the signal ratio, with a control signal flat, not every such curve was filed as active; inconclusive = small, poorly fitted or top-dose-only effect, or effect the other way, or a change in a side signal; the % refers to the signal ratio;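 note: potency is the fitted concentration of half-maximal effect; plate controls were basal doxycycline-induced cells for no effect and cells given 10 µM MG132 for full effect; MG132 reads +100%, hits lower the ratio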
#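 Concentration-response series (up to 46 uM) were applied to TMD8 dual-reporter cells for 4 h at 37C with doxycycline. Green/red ratio, after filter-overlap correction, defined %Activity; red signal alone was normalised to basal cells and zero luminescence.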
# TSHR antagonist: antagonists of human thyroid stimulating hormone receptor. P16473. TSHR-expressing cells, TSH-stimulated cAMP HTRF, 2 h; hits give low values. 330,000 tested, 0.2% active. activity change, negative = inhibition, % at 11.5 µM;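 active = activity change below a set negative limit, meaning inhibition stronger than a set level, cut at about -70% in these data; inconclusive = activity change between two set negative limits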; note: % is set by controls: 0 for no effect and ±100 for the full control effect
#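 Cell-based HTRF cAMP assay; TSHR cells + compound, TSH EC80 (4nM final), 2 h, 37 deg C. Lysis with anti-cAMP cryptate and cAMP-d2, 30 min RT, read 665/620 nm.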
# TCR activator: T cell receptor activation. primary human leukocytes, anti-CD3, IL-2 HTRF, 48 h. Potency, µM (titrated, usually from 9.22 µM), for the others: top-dose activation of IL-2 secretion, hits mostly activators. 330,000 tested, under 10 active; note: % of control where 0% means no effect
#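 Primary human leukocytes were stimulated with a-CD3 beads plus compounds for 48 hr without co-stimulation; secreted IL-2 was quantified by HTRF using a-IL-2-K (europium cryptate) and a-IL-2-d2, excited at 320nm with acceptor emission read at 665nm.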
# Giardia killer: Giardia lamblia killing. AID 540267. Giardia lamblia trophozoite viability. 340,000 tested, 0.15% active. activity change, % at 7.66 µM, hits read low; in the data active = activity change below about -80%; inconclusive = between about -30% and that limit;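 note: parasites exposed to compound for two days anaerobically before the ATP read; % is set by controls: 0 for no effect and ±100 for the full control effect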
#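 Anaerobic 48 hrs incubation at 37 deg C of 100 trophozoites/well with test compounds; ATPLite 1-Step luminescence, 15-30 min RT, reports cellular ATP as viability.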
# Coupling enz: coupling enzyme interference in Giardia aldolase counter-screen | activity change, negative = inhibition, % at 58.2 µM, hits read low | coupling enzyme system counterscreen, AmpLite Red fluorescence | 290,000 tested, 0.67% active; in the data active = activity change below about -30%; note: % is set by controls: 0 for no effect and ±100 for the full control effect
#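 Fluorescence at 525 nm excitation and 598 nm emission measured inhibition of the coupled detection system without aldolase. Compounds (at 57.5 uM final) were preincubated 10 min at room temperature with coupling enzyme reagent before a 20 min substrate/AmpLite Red step.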
# * hit, by the source's call; ? = inconclusive; nt = not tested or not shown; [ ] = remark or other dose. Unless noted, calls come from the whole dose curve; as a rule, active = well fitted curve in the direction sought with a large enough effect; inconclusive = small, poorly fitted or top-dose-only effect, or another doubt; inactive = no such curve, though single readings can be large; an effect the other way counts as inactive or inconclusive.
SMILES,KCNH2 WT inh,Tb PFK block,MLL CXXC-DNA inh,GALK inh,A-T KAP1 phos,Chronic BCR inh,TSHR antagonist,TCR activator,Giardia killer,Coupling enz
Cn1c(CCNC(=O)c2ccco2)nc2cc(NC(=O)c3ccccc3Cl)ccc21,2,5%,6%,0%,-1%,?,-2,-6%,8,-3
Cc1nc(Nc2ccccc2Cl)sc1C(=O)Nc1ccccc1,-23,7%,17%,0%,1%,10%,-9,-4%[46.1 µM],2,-2
CCN(CC)S(=O)(=O)c1ccc(C(=O)NC(C)(C)C)cc1,-10,-5%,3%,1%,0%,-3%,-3,-1%,8,3
Cc1ccccc1NC(=O)NNC(=O)c1ccc2ccccc2c1,-4,2%,3%,0%,-2%,2%,-11,0%,12,0
CC1(NC(=O)N2CCCCC2)CCS(=O)(=O)C1 (configuration not stated),-6,-1%,1%,4%,4%,?,-4,2%,-4,2
CC1CCCCN1c1ncnc(N)c1[N+](=O)[O-] (configuration not stated),20,-3%,-2%,7%,-1%,?,9,3%,4,2
COc1ccc(N(C)S(=O)(=O)c2ccc(Cl)c(C(=O)NCCc3ccc(Cl)cc3)c2)cc1,25,1%,?,-1%,1%,?,-6,5%,8,0
CCOC(=O)N1CCC(N(CCN(C)C)C(=S)Nc2ccc(OCC)cc2)CC1,nt,-6%,-7%,12%,-4%,?,5,nt,nt,-1
COc1ccccc1NC(=O)COc1ccccc1C(=O)Nc1ccccc1,0,10%,-6%,1%,8%,?,-7,-1%,2,-3
CCCCN(C(=O)CCC(=O)OCC(=O)NCc1ccccc1)c1c(N)n(CCC)c(=O)[nH]c1=O,-2,0%,nt,nt,-15%,?,6,8%,-3,nt
Cc1ccc(C(=O)N2CC(=O)NC(=O)C2)cc1,15,0%,1%,-1%,-6%,3%,5,-9%,-12,-1
Cc1ccc(C(=O)NCc2ccncc2)cc1S(=O)(=O)N1CCOCC1,-6,3%,4%,7%,-1%,0%,-13,-5%,-3,1
CSc1nc2sc3c(c2c(=O)n1C)CCC3,-4,-2%,-4%,5%,-2%,?,11,-3%,15,0
O=C(Oc1ccccc1C(=O)Oc1ccccc1)c1cccnc1,1,3%,13%,7%,8%,?,-1,-1%,-7,0
CC(C)(C)C(=O)Nc1ccc(/C=C/C(=O)c2ccco2)cc1,-6,-5%,-6%,2%,-8%,?,1,0%,?,1
CCn1c(O)c(C(C#N)=C2N=c3ccccc3=N2)c2ccccc21,8,0%,14%,-2%,0%,3%,11,nt,11,1
O=C(CSc1n[nH]c(=O)n1C1CC1)c1ccc(F)cc1,0,9%,-7%,nt,3%,-14%,-10,-3%,32[activator],0
COc1ccc(S(=O)(=O)Nc2cc(C(=O)NC3CCCCCC3)ccc2N2CCOCC2)cc1,-23,-3%,6%,-5%,5%,0%,7,nt,40[activator],1
CC(C)Cn1c(C23CC4CC(CC(C4)C2)C3)n[nH]c1=S,5,-18%,5%,-4%,11%,3%,?,-2%,-20,1
CCc1ccc(/C=C2/C(=O)N(C)C(=S)N2CC(=O)OC)s1,1,1%,-6%,-3%,-3%,5%,-10,5%,-9,-6
O=C1CN(C(=O)CNCc2ccc(Cl)cc2)c2ccccc2N1,0,0%,0%,-2%,1%,8%,20,4%,5,3
COc1ccc(Cn2ccnc2SCC(=O)NC2CCCC2)cc1,3,-6%,12%,7%,1%,-6%,9,3%,?,nt
CCCCN(CC)Cc1c(O)ccc2c3c(c(=O)oc12)CCC3,-3,0%,-9%,5%,-15%,?,5,3%,1,2
COc1ccc(C2(c3ccc(OC)cc3)NC(=O)N(Cn3nnc4ccccc4c3=O)C2=O)cc1,6,3%,8%,1%,-6%,-2%,3,0%[46.1 µM],-8,0
Cc1c(NS(=O)(=O)c2cc(C(=O)NCCc3ccc(F)cc3)cc(Cl)c2Cl)c(=O)n(-c2ccccc2)n1C,-4,0%,nt,nt,3%,7%,-1,-5%,-11,nt
Cc1ccc2[nH]c3c(=O)n(CCN4CCNCC4)cnc3c2c1,-2,-1%,7%,-1%,10%,5%,-4,3%,8,0
Cc1ccccc1N(CC(=O)O)S(C)(=O)=O,14,3%,6%,-2%,-5%,2%,7,-3%[46.1 µM],3,3
COC(=O)c1cn(C)c2ccc(S(=O)(=O)N3CC(C)CC(C)C3)cc2c1=O (configuration not stated),-39,-8%,10%,-1%,nt,2%,19,nt,-5,-2
Cc1ccccc1CSc1nncn1N,-3,0%,-8%,1%,-1%,8%,2,3%,-4,-1
c1csc(-c2nnc(NC3CCCCC3)c3ccccc23)c1,20,-8%,?,0%,0%,17%,-14,3%[46.1 µM],15,0
O=C(NCCc1ccccc1)c1cc(-c2ccco2)on1,0,-5%,-1%,0%,1%,?,8,3%[46.1 µM],0,2
CSc1nc(N(C)NC(=O)c2ccc(Cl)cc2)c2ccccc2n1,6,2%,13%,-3%,-5%,?,-1,2%,-11,-5
Cc1ccc(-n2c3c(c(=O)[nH]c2=O)C(NS(=O)(=O)c2ccc(Cl)cc2)(C(F)(F)F)C(=O)N3)cc1 (configuration not stated),1,-10%,1%,1%,4%,-8%,1,-5%[46.1 µM],4,6
CC(C)(C)NC(=O)CSc1nncn1NCc1c(Cl)cccc1Cl,-2,-3%,2%,-3%,-2%,56%,10,-2%[46.1 µM],-19,6
Cn1c(SCC(=O)N/N=C/C=C/c2ccco2)nc2ccccc21,-4,-15%,4%,0%,8%,?,-13,-4%[46.1 µM],-13,1
Cc1nc(SCC#N)c2c3c(sc2n1)CCC3,-10,0%,3%,0%,5%,?,-24,-17%,-10,2
COCCCNC(=S)N1CCN(c2nc(-c3ccccc3)cs2)CC1,-4,0%,-3%,1%,1%,-3%,2,2%,4,-4
CCC(C)n1c(SCC(=O)Nc2cc(C)on2)nc2ccccc2c1=O (configuration not stated),-2,-1%,2%,4%,-1%,-15%,6,2%,-1,5
Cc1ccc(S(=O)(=O)c2nc(N3CCOCC3)sc2Cl)cc1,1,-17%,-2%,0%,1%,-28%,2,-2%,10,-9
CCOC(=O)N/N=C\c1ccc(OC/C=C/c2ccccc2)c(OC)c1,-5,0%,7%,-6%,19%,9%,13,1%,3,nt
Cc1ccc(C(=O)NCCc2nc3ccccc3[nH]2)cc1[N+](=O)[O-],2,-7%,2%,0%,-2%,-19%,11,0%[46.1 µM],6,0
CCCSc1nc(C)c(C(C)=O)cc1C#N,16,-3%,10%,0%,1%,18µM*,11,-8%,-22,1
COc1cc(-c2[nH]ncc2CN2CCCC2c2nonc2C)cc(OC)c1OC (configuration not stated),15,0%,-4%,0%,-3%[11.5 µM],?,-5,-1%,1,1
O=C(COc1ccc(Cl)cc1Br)NC(=O)NC1CCCC1,-22,-7%,nt,nt,4%,8%,-7,-6%,-11,nt
Cc1ccc(C)n1NC(=O)c1ccccc1O,-3,0%,12%,0%,-4%,1%,-7,-8%,-2,6
O=S(=O)(NC(=S)NC1CCCCC1)c1ccc(Cl)cc1,nt,0%,-6%,1%,-3%,15%,15,3%,5,14
CC(NC(=O)CN(C)CC(=O)Nc1cccc(F)c1)c1ccccc1 (configuration not stated),0,-1%,nt,nt,-4%,1%,-4,0%,5,nt
N#CC1=C(SCc2ccccc2Cl)NC(=O)C(C(N)=O)C1 (configuration not stated),-14,9%,-5%,3%,6%,19%,0,6%,-2,13
COc1ccc(-n2c3c(cc(C#N)c2=O)C(=O)CCC3)cc1,-7,1%,16%,0%,-1%,-11%,5,nt,16,6
CC(=O)Nc1nc2n(n1)C(c1ccc(F)cc1)C=C(c1ccccc1)N2 (configuration not stated),-4,-12%,-7%,0%,1%,3%,-5,-3%,3,-24
CCN1CCN(c2ccc(NC(=O)c3cccc4ncccc34)cc2)CC1,-19,3%,0%,-2%,-1%,17%,-8,1%,9,2
Cc1cccc(OCC(O)Cn2ccnc2C)c1 (configuration not stated),2,1%,19%,5%,-17%,2%,8,6%,-1,1
CCN(CC)S(=O)(=O)c1ccc(Cl)c(C(=O)NCC2CCCO2)c1 (configuration not stated),-20,3%,12%,5%,4%,0%,-9,6%,-16,1
C/C(=N\NC1=NCCN1)c1ccccc1,-2,3%,-5%,nt,0%,-2%,-4,-70%,-5,-3
O=C(c1ccc(F)cc1)N1CCN(C2CCCCC2)CC1,6,-8%,13%,-5%,-2%,0%,0,6%,4,0
Cc1cccc(OCCNC(=O)CSc2ccc(C(F)(F)F)cc2[N+](=O)[O-])c1,1,0%,4%,1%,-2%,-7%,-2,4%[46.1 µM],-23,1
